# Source: PubChem
# ASK1 primary – human ASK1 kinase inhibition, primary screen; Q99683; 22,000 tested, 0.99% active; inhibition, % at 7.44 µM; AID 1159602; AlphaScreen MKK6 phosphorylation by ASK1, luminescence; in the data active = inhibition above about 35%;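 note: 0% = median of compound wells and 100% = no enzyme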
# Target sequence (Q99683 whole entry, looked up): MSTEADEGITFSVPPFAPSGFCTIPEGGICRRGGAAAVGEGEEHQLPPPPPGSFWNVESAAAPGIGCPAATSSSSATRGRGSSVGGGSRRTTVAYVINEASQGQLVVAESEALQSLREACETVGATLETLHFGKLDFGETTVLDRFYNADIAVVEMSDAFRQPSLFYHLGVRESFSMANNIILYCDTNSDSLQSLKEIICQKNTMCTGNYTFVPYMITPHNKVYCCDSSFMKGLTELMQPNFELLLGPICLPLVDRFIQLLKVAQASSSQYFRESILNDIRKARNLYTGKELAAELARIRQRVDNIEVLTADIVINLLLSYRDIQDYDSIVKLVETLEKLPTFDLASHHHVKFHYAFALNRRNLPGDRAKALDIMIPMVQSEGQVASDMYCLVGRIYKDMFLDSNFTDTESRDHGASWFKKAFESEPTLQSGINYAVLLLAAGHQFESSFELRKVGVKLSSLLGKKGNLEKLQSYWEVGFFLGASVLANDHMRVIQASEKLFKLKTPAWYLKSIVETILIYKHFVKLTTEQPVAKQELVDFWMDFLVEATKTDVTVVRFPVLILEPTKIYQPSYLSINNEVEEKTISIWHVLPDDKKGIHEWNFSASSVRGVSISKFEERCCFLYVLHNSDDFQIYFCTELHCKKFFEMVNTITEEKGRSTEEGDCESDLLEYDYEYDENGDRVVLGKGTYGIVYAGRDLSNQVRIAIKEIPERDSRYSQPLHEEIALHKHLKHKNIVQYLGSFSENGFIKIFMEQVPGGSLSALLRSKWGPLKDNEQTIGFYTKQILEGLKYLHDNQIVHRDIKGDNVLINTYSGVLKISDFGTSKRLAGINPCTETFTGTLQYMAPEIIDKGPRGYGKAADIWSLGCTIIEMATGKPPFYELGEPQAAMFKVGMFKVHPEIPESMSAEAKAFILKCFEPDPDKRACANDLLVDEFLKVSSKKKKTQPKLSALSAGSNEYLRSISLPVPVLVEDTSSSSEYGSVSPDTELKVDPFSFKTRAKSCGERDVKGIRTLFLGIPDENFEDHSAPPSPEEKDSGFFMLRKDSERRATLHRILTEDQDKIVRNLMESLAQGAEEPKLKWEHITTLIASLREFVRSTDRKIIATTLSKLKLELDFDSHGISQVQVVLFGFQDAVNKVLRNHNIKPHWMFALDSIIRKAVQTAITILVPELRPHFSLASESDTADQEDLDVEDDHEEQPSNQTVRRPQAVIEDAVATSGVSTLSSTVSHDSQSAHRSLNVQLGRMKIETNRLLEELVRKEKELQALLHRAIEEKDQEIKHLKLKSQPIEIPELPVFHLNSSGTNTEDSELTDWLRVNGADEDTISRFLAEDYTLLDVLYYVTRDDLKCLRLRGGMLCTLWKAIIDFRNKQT
# ULK1 inh – human ULK1 kinase inhibition, primary screen | O75385 | AlphaScreen Atg13 phosphorylation by ULK1, luminescence | inhibition, % at 5.96 µM | 30,000 tested, 1.9% active | AID 1259251; in the data active = inhibition above about 43%;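 note: 0% = median of compound wells and 100% = no enzyme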
# * marks the source's active call; other numbers are inactive results; / = not tested or not shown.
nr	ASK1 primary	ULK1 inh	canonical_smiles
1	-4	-1	COc1cc2nc(NCc3cccnc3)nc(Nc3ccc(NC(C)=O)cc3)c2cc1OC
2	9	4	CN(Cc1cccc(NC(=O)C2CC2)c1)C(=O)Nc1ccc(-c2cn[nH]c2)cc1
3	15	-7	COc1ccc(CCNC(=O)c2ccnc(-c3ccc(C(=O)N4CCN(C)CC4)cc3)c2)cc1
4	5	-39	CC(=O)c1cccc(-c2cc(NCc3cccc(C(F)(F)F)c3)nc(N)n2)c1
5	2	-7	Cc1noc(C)c1-c1nc(NCCc2ccc(O)cc2)c2ncn(C3CCCCC3)c2n1
6	-7	-7	COc1cc(Nc2cc(C)nc(-c3c(C)noc3C)n2)cc(OC)c1OC
7	/	6	CN1C[C@H](C(=O)N[C@]2(C)O[C@@]3(O)[C@@H]4CCCN4C(=O)[C@H](Cc4ccccc4)N3C2=O)C[C@@H]2c3cccc4[nH]cc(c34)C[C@H]21
8	-4	23	O=C(NCCCN1CCCC1=O)c1cnc(Nc2ncccn2)s1
9	3	5	COc1cc(Nc2ccnc(NC3CCC(O)CC3)n2)cc(OC)c1OC (centres undefined)
10	-10	-3	CCN(CC)c1nc(NCc2cccnc2)nc(N2CCOCC2)n1
11	11	-10	c1ccc(OCCNc2nc(N3CCC(N4CCOCC4)CC3)nc3c2ncn3-c2ccsc2)cc1
12	13	6	Cc1cnc(Nc2ccc(-n3ccnc3)cc2)nc1NCc1ccccc1
13	/	3	c1ccc(-c2nc(-c3ccncc3)cc(N3CCOCC3)n2)nc1
14	-2	8	CC(C)n1cnc2c(NCCOc3ccccc3)nc(Nc3ccncn3)nc21
15	-2	-5	O=C(Cc1cn(-c2ccc(NC3CCN(Cc4ccccc4)CC3)nn2)c2ccccc12)NCc1cccc(C(F)(F)F)c1
16	-3	-13	COc1ccc(CCNC(=O)c2ccnc(N3CCOCC3)c2)cc1
17	/	10	COc1cc(OC)nc(Oc2ccccc2/C=N/N(C)C(N)=S)n1
18	12	-1	O=C(Nc1ccc2c(c1)OCO2)c1ccnc(Cl)c1
19	-15	-17	c1ccc(Oc2ccc(Nc3cc(-c4ccc(N5CCOCC5)nc4)ncn3)cc2)cc1
20	/	-6	CCNc1nc(NCC)nc(SCCO)n1
21	/	12	CCCOc1ccc2nc(NC(=O)OC)sc2c1
22	-2	3	Cc1cnc(N2CCc3ccccc3C2)nc1NCc1cccnc1
23	-11	3	O=C(Nc1ccc2c(c1)OCO2)c1cc(Cl)nc2ccccc12
24	/	-3	CCNc1nc2nc3ccc(C)cn3c(=O)c2cc1C(=O)NCc1cccnc1
25	-5	-10	O=C1CCCN1CCn1cnc2c(NCCN3CCOCC3)nc(N3CCC(N4CCOCC4)CC3)nc21
26	0	6	NC(=O)c1ccc(-c2cncc(C(=O)NCCO)c2)cc1
27	6	1	COc1ccc2c(c1)CC(C(=O)Nc1ccc(-c3ccnc(N)n3)cc1OCC(=O)N(C)C)CO2 (centres undefined)
28	-7	-8	CCCNc1nc(-c2ccc(OC)nc2)nc2c1ncn2Cc1ccc(C(F)(F)F)cc1
29	/	-7	COc1ccc(OC)c(N(CC(=O)Nc2ccc(OC)c(OC)c2)S(C)(=O)=O)c1
30	-4	23	CCN1CCN(c2cc(F)cc(-c3ccnc(Nc4ccc(-n5cnc(-c6ccc(OC)nc6)n5)cc4)n3)c2)CC1

# The final 3 compounds of the part before are carried over, then new ones follow.
nr	ASK1 primary	ULK1 inh	canonical_smiles
28	-7	-8	CCCNc1nc(-c2ccc(OC)nc2)nc2c1ncn2Cc1ccc(C(F)(F)F)cc1
29	/	-7	COc1ccc(OC)c(N(CC(=O)Nc2ccc(OC)c(OC)c2)S(C)(=O)=O)c1
30	-4	23	CCN1CCN(c2cc(F)cc(-c3ccnc(Nc4ccc(-n5cnc(-c6ccc(OC)nc6)n5)cc4)n3)c2)CC1
31	/	-2	CCOC(=O)C1CCCN(CCC(=O)Nc2ccccc2F)C1 (centres undefined)
32	-16	3	O=C(NC1CC1)c1ccnc(NCc2cccnc2)c1
33	26	28	CN(C)c1cccc(Nc2ccc(-n3cc(CC(=O)NC4CCN(Cc5ccccc5)CC4)c4ccccc43)nn2)c1
34	-13	3	Cc1noc(C)c1-c1ccc(C(=O)NCCc2ccc(O)cc2)s1
35	/	7	COCCOCC(OC)OC
36	/	-46	Cc1ccc(S(=O)(=O)NCCc2csc(-c3cccc(F)c3)n2)cc1C
37	-11	-20	O=C(NCCN1CCOCC1)c1cccc(-n2ncc3ccc(-c4ncn[nH]4)cc32)c1
38	1	7	COc1cc(Nc2cccc(C(=O)NCc3nc4ccccc4[nH]3)c2)cc(OC)c1OC
39	0	-11	CN1CCC(NC(=O)c2cccc(-n3cc(-n4nnnc4Nc4ccccc4)cn3)c2)CC1
40	5	-3	CN(C)C(=O)COc1cc(-c2ccnc(N)n2)ccc1NC(=O)C1COc2ccccc2C1 (centres undefined)
41	-15	-7	COc1ccc(CCNC(=O)c2cccc(N3CCOCC3)n2)cc1
42	/	-6	CCCN1C(=O)C(C)(C)COc2cc(NC(=O)COc3ccc(C)cc3)ccc21
43	11	6	COc1ccc2c(c1)CC(C(=O)Nc1ccc(-c3cn[nH]c3)cc1OCCN1CCOCC1)CO2 (centres undefined)
44	-11	-6	c1ccc(CN2CCC(Nc3ccnc(NC4CCN(Cc5ccccc5)CC4)n3)CC2)cc1
45	11	-37	NC(=O)c1ccc(-c2nc(NCCO)c3ncn(Cc4ccc(C(F)(F)F)cc4)c3n2)cc1
46	/	9	c1ccc(-c2nc(NC3CC3)cc(-c3ccncc3)n2)nc1
47	-9	3	CCN(CC)C(=O)C1CCCN(c2cccc(C(=O)NCc3cccc(C(F)(F)F)c3)c2)C1 (centres undefined)
48	3	10	NC(C(=O)N1CCCN(C(=O)c2ccc3[nH]ncc3c2)CC1)c1ccc(Cl)cc1 (centres undefined)
49	-6	12	CC(C)n1c(Nc2ncccn2)nc2c(NCc3ccccc3)ncnc21
50	-43	73*	Cc1ncn(-c2ccc(Nc3ncc(Cl)c(-c4cn[nH]c4)n3)cc2)n1
51	7	-1	Cc1nn(C)c(C)c1-c1cc(NCCO)ncn1
52	/	7	COc1ccc(Cn2c(=O)c3ncccc3n(CC(=O)NCc3ccc(F)cc3)c2=O)cc1
53	16	7	CCOc1ccc2c(c1)CC(c1nc3ccc(-c4cn[nH]c4)cc3[nH]1)NC2 (centres undefined)
54	-10	11	CCCNc1ncnc2c1nc(-c1ccc(N3CCN(C)CC3)cc1)n2C(C)C
55	11	2	COc1ccc(-c2nc(NCc3cccnc3)c3ncn(C(C)C)c3n2)cn1
56	8	-8	O=C(NC1CC1)c1ccnc(Nc2ccccn2)c1
57	/	-1	O=C(c1ccccc1Cl)N1CCN(c2ccc(-c3cccs3)nn2)CC1
58	/	-2	CC(=O)Nc1c(I)c(C(=O)O)c(I)c(N(C)C(C)=O)c1I
59	7	4	COc1ccc(CCNc2cc(C)nc(Nc3nc4ccccc4n3C)n2)cc1
60	2	-12	CC(=O)c1cccc(-c2nc(C(=O)NCc3cccc(C(F)(F)F)c3)cs2)c1

# The closing two entries of the part above come first, to join the parts:
nr	ASK1 primary	ULK1 inh	canonical_smiles
59	7	4	COc1ccc(CCNc2cc(C)nc(Nc3nc4ccccc4n3C)n2)cc1
60	2	-12	CC(=O)c1cccc(-c2nc(C(=O)NCc3cccc(C(F)(F)F)c3)cs2)c1
61	22	-22	COc1ccc(CCNc2nc(-c3ccc(N4CCN(C)CC4)cc3)nc3c2ncn3Cc2ccc(C(F)(F)F)cc2)cc1
62	-14	9	CCCNC(=O)C1CCN(c2ccc(Cl)nn2)CC1
63	-7	6	O=C(NC1CC1)c1ccc(-c2nc3ncnc(NCCCN4CCCC4=O)c3[nH]2)cc1
64	-9	-1	O=C(NCc1cccc(C(F)(F)F)c1)c1cnc(NCc2ccc3c(c2)OCO3)s1
65	1	-6	Oc1ccc(CCNc2ncnc3nc(N4CCN(c5ccccn5)CC4)[nH]c23)cc1
66	28	18	COc1cc(-c2cn[nH]c2)cc2c(=O)[nH]c([C@@H](N)Cc3cccc(F)c3)nc12
67	-5	1	Nc1nc(NCCOc2ccccc2)cc(NCc2cccnc2)n1
68	/	10	O=C(O)Cc1ccncc1
69	4	-7	CCCNC(=O)c1cccc(N2CCN(c3ccccn3)CC2)n1
70	-11	-3	Nc1nc(NCc2ccccc2)cc(N2CCN(c3ccccn3)CC2)n1
71	/	10	Clc1nnc(Cl)c2c1ncn2Cc1ccccc1
72	-7	22	CC(C)n1cnc2c(NC3CC3)nc(Nc3ccncn3)nc21
73	-2	-18	O=C(Cc1ccc2c(c1)OCO2)Nc1cc(Nc2ccccc2-c2ncn[nH]2)c(C(F)(F)F)cn1
74	8	26	Cc1noc(C)c1-c1cccc(C(=O)NCc2cccnc2)n1
75	-18	0	Cc1cnc(N2CCCC2CO)nc1NCCO (centres undefined)
76	15	-26	FC(F)(F)c1ccc(Cn2cnc3c(NC4CCN(Cc5ccccc5)CC4)nc(N4CCN(Cc5ccc6c(c5)OCO6)CC4)nc32)cc1
77	/	8	Cc1cnc(CNc2ccc(S(C)(=O)=O)cc2F)cn1
78	/	2	NC(CO)C(=O)O (centres undefined)
79	16	18	CC(=O)c1cccc(-c2cc(Nc3ccc(N4CCOCC4)cc3)ncn2)c1
80	/	6	O=C(O)c1ccc(S(=O)(=O)N(Cl)Cl)cc1
81	-35	-25	CCN(CC)c1nc(NCc2cccc(C(F)(F)F)c2)nc(Nc2ccc3ncccc3c2)n1
82	-2	12	COc1ccc(C(N)C(=O)Nc2cc(F)c(-c3cn[nH]c3)cc2N2CCOCC2)cc1 (centres undefined)
83	1	4	CCCNc1nc(Nc2ccnn2C)ncc1C
84	0	7	Cc1cnc(NCCCN2CCCC2=O)nc1NCCN1CCOCC1
85	0	-11	FC(F)(F)c1ccc(Cn2cnc3c(Nc4ccccc4)nc(-c4csc5ccccc45)nc32)cc1
86	/	-8	O=C(Nc1nnc2n1CCS2)c1cc(Br)ccc1Cl
87	6	10	c1ccc(-n2cnc3c(NC4CC4)nc(Nc4cccnc4)nc32)cc1
88	9	-6	Cc1noc(C)c1-c1nc(NCc2ccccc2)c2ncn(C3CCCCC3)c2n1
89	6	3	CN1CCN(c2ccc(-c3nc(NCCN4CCOCC4)c4ncn(CCN5CCCC5=O)c4n3)cc2)CC1
90	29	53*	c1cncc(CNc2nc(Nc3ccc4c(c3)OCO4)c3ncn(-c4ccsc4)c3n2)c1

# Some of these compounds in order of the ULK1 inh value, low to high.
nr	ASK1 primary	ULK1 inh	canonical_smiles
81	-35	-25	CCN(CC)c1nc(NCc2cccc(C(F)(F)F)c2)nc(Nc2ccc3ncccc3c2)n1
70	-11	-3	Nc1nc(NCc2ccccc2)cc(N2CCN(c3ccccn3)CC2)n1
64	-9	-1	O=C(NCc1cccc(C(F)(F)F)c1)c1cnc(NCc2ccc3c(c2)OCO3)s1
78	/	2	NC(CO)C(=O)O (centres undefined)
84	0	7	Cc1cnc(NCCCN2CCCC2=O)nc1NCCN1CCOCC1
68	/	10	O=C(O)Cc1ccncc1
90	29	53*	c1cncc(CNc2nc(Nc3ccc4c(c3)OCO4)c3ncn(-c4ccsc4)c3n2)c1

# Next structures follow.
nr	ASK1 primary	ULK1 inh	canonical_smiles
91	-18	-6	Cn1nccc1Nc1nc(NCCCN2CCCC2=O)c2ncn(C3CCCCC3)c2n1
92	0	10	COc1ccc(-c2cc(NCc3ccccc3)ncn2)cc1
93	-1	14	CN(C)c1cccc(Nc2cc(NCc3nc4ccccc4[nH]3)ncn2)c1
94	-14	-30	CN(C)CCOc1cc(-c2cn[nH]c2)ccc1NC(=O)C1CCc2ccccc2C1 (centres undefined)
95	2	-11	CC(C)n1cnc2c(NCc3ccccc3)nc(Nc3ccc4ncccc4c3)nc21
96	-1	2	O=C(NCCCN1CCCC1=O)c1csc(N2CCN(c3ccccn3)CC2)n1
97	5	-5	O=C(Nc1ccc(N2CCOCC2)cc1)c1cccc(-n2cc(NC(=O)c3csc4ccccc34)cn2)c1
98	18	0	CC(C)n1c(-c2ccccc2)nc2c(NCc3cccc(C(F)(F)F)c3)ncnc21
99	-5	-1	COc1cc(Nc2cc(N3CCOCC3)nc(N)n2)cc(OC)c1OC
100	/	7	CCOc1ccc(-c2cc(=O)c3cc(NC(=O)c4ccc(OC)c(OC)c4)ccc3o2)cc1
101	-25	-8	CCCNC(=O)c1ccc2nc(N3CCOCC3)sc2c1
102	4	-19	COc1ccc(-c2nc(NCc3nc4ccccc4[nH]3)c3ncn(C4CCCCC4)c3n2)cc1
103	7	5	CC(=O)Nc1ccc(NC(=O)C2CCN(c3ccc(N4CCCC4CO)nn3)CC2)cc1 (centres undefined)
104	-14	3	CCCNC(=O)c1ccnc(Nc2ccncc2)c1
105	-6	-2	CCCNc1nc(OC)nc(-c2c(C)nn(C)c2C)n1
106	-19	-7	COc1ccc(CCNC(=O)C2CCN(c3ccc(Cl)nn3)CC2)cc1
107	6	3	O=C(Nc1ccc(Oc2ccccc2)cc1)c1ccnc(-c2ccc(N3CCOCC3)nc2)c1
108	/	2	COc1ccc(C(=O)NCc2nnnn2C2CCCCC2)cc1
109	-8	-12	O=C(NCCc1ccc(O)cc1)c1ccnc(Nc2ccccn2)c1
110	-5	-2	CCCNc1ccnc(NC2CCN(Cc3ccccc3)CC2)n1
111	/	6	COCC(=O)Nc1ccc(-n2c(C)nc3ncccc3c2=O)cc1
112	2	0	COc1cc(Nc2cc(-c3c(C)nn(C)c3C)ncn2)cc(OC)c1OC
113	2	-6	O=C(NCCc1ccc(O)cc1)c1cccc(-c2cccs2)c1
114	2	6	O=C(NC1CCN(Cc2ccccc2)CC1)c1cccc(N2CCC(N3CCOCC3)CC2)n1
115	-4	-4	Cc1ccccc1-c1ccnc(Nc2ccc(S(N)(=O)=O)cc2)n1
116	1	-6	O=C(NC1CCN(Cc2ccccc2)CC1)c1cnc(-c2csc3ccccc23)s1
117	/	-12	C[C@@H](O[C@H]1OCCN(Cc2n[nH]c(=O)[nH]2)[C@H]1c1ccc(F)cc1)c1cc(C(F)(F)F)cc(C(F)(F)F)c1
118	5	-9	Cc1cc(NCCN2CCOCC2)nc(-c2ccc(C(N)=O)cc2)n1
119	5	1	c1ccc2[nH]c(CNc3ccnc(-c4csc5ccccc45)n3)nc2c1
120	-35	44*	Cc1cc(-c2nc(Nc3ccc(-n4cnc(N5CCOCC5)n4)cc3)ncc2Cl)no1

# An unsorted share of the library; about 2.4% have a hit in one of these screens.
